Platelet DG rel = inhibitors of platelet dense granule secretion, primary screen, cell-based, MLPCN, human platelets; human platelet-rich plasma, SFLLRN dense granule ATP release, luminescence; inhibition, %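 (compounds screened at 7.5 µM in platelet-rich plasma)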; AID 1663, 2009; actives 0.22% (n = 300,000);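 active = mean replicate score, as percent of positive control, at or above 50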
AI-2 QS mod = Vibrio harveyi AI-2 quorum sensing modulators, primary screen, JMH597 strain, luminescence/OD600 ratio | activity change, % at 7.5 µM | Vibrio harveyi JMH597 AI-2 luminescence/OD600 ratio, 9 h; hits give low values; strain lacks LuxN and CqsS sensors; 0 = neutral-control median | actives 0.4% (n = 300,000) | AID 2094, 2009; in the data active = activity change below about -75%, passing the limit was not always enough;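 also: luminescence divided by OD600 gain over 9 h not by final OD600 alone; inactives centre near 13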
HSF-1 act = HSF-1 activators, primary screen, NIH3T3-HGL cells, MG132 stress, luminescence, single point; NIH3T3-HGL HSF-1 luciferase reporter, 8 h; 100% = twice DMSO control signal; activation, % at 9 µM; actives 1.7% (n = 300,000); AID 504408, 2011;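 active = mean replicate activation of at least 50% with a set share of replicates each reaching 50%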;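 also: 0% = median of the neutral control wells and 100% = twice that signal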
aSyn 5UTR inh = MLPCN primary screen, SNCA 5' untranslated region. inhibition, % (tested at 7.5 µM). alpha-synuclein 5'UTR reporter, inhibitor activity. actives 0.82% (n = 300,000); in the data active = inhibition above about 60%;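 also: H4 neuroglioblastoma cells stably carrying SNCA 5'UTR luciferase fusion; 0% = DMSO wells and 100% = positive control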
SKKanGAS inh = S. pyogenes SKKanGAS growth inhibitors in kanamycin, primary screen, streptokinase expression inhibitor project, SKKanGAS strain, BacTiter-Glo luminescence | 6 h | AID 1662, 2009 | inhibition, % at 7.5 µM | actives 1.3% (n = 300,000);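 active = mean replicate score, as percent of positive control median, at least 50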;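 also: strain carries kanamycin resistance gene driven by streptokinase promoter and grows in 40 µg/ml kanamycin; loss of luminescence reflects streptokinase promoter inhibition or plain growth inhibition; 0% = median of DMSO wells and 100% = positive control at its reference dose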
HSF1 inh = HSF1 inhibitors in luciferase reporter cells, primary screen, cell-based, NIH3T3, luminescence; activity change, negative = inhibition, % at 7.5 µM (by protocol); actives 0.77% (n = 300,000); AID 2098, 2009; NIH3T3-HGL HSE-luciferase, MG132-induced, luminescence 8 h; hits give low values;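 active = more than half of replicate wells show activity change below -50%, luminescence cut by over half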;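 also: luciferase reports HSF-1 transcriptional activity via heat shock element; 0% = median of DMSO wells and -100% = zero luminescence signal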
IEC-6 cytotox = cytotoxicity in IEC-6 intestinal epithelial cells, primary screen, cytotoxicity control for KLF5 inhibitor project, cell-based, luminescence. IEC-6 cytotoxicity, luminescence viability. actives 0.78% (n = 290,000). AID 1825, 2009. inhibition, % at 5 µM; in the data active = inhibition above about 22%;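 also: 0% = plate median of test compound wells and 100% = cytotoxic reference compound wells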
HSP90 refold inh = HSP90 inhibitors, primary screen, cell lysate, luminescence; Heat shock protein HSP 90 (rabbit reticulocyte lysate; luciferase refolding); inhibition, % at 5.6 µM; actives 0.91% (n = 290,000); AID 1789, 2009; Rabbit reticulocyte lysate, luciferase refolding luminescence, 3 h;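 active = inhibition above the screen-wide mean plus 3 SD, computed separately per campaign, cut at about 16% in these data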;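 also: 0% = DMSO wells and 100% = 60 µM geldanamycin wells; inhibitors lower the luminescence because luciferase stays unfolded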
HIF activator = HIF pathway transcriptional activators, primary screen, cell-based, U2OS HRE-luciferase, luminescence | U2OS HRE-luciferase reporter; normalized: DMSO 0%, desferrioxamine 100% | activation, % at 7.5 µM (by protocol) | actives 0.32% (n = 300,000) | AID 1910, 2009;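 active = mean activation of at least 10% of the iron chelator positive control signal, with at least half of replicates also reaching 10%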
KLF5 inh = KLF5 expression inhibitors, primary screen, DLD-1 cells, luminescence; actives 0.23% (n = 290,000); DLD-1 KLF5 promoter-luciferase reporter; inhibition, % at 5 µM; AID 1700, 2009;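 active = inhibition above a per-plate limit of that plate's mean compound inhibition plus 3 SD, cut at about 60% in these data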;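 also: 0% = DMSO wells and 100% = LY294002 at 200 µM; higher means less KLF5 promoter-driven luciferase light; inactives centre near -14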
An asterisk follows results filed as active; / = not tested or not shown.

SMILES	Platelet DG rel	AI-2 QS mod	HSF-1 act	aSyn 5UTR inh	SKKanGAS inh	HSF1 inh	IEC-6 cytotox	HSP90 refold inh	HIF activator	KLF5 inh
O=C(O)CC(=O)Nc1cc(Cl)ccc1O	0	23	9	-9	5	2	4	9	0.7	-18
N#Cc1c2n(c(=S)n(-c3ccccc3)c1=O)CCCCC2	-13	16	-14	0	-6	-1	-3	-1	0.0	19
CCOC(=O)c1ccc2nc(NC(=O)C(C)C)sc2c1	15	22	34	-113	-2	26	5	4	2.6	-128
NCCCC(=O)N1c2ccccc2Sc2ccc(Cl)cc21	3	3	4	11	2	-3	0	-1	0.3	-42
COc1ccc(C)cc1NC(=O)c1ccc(NS(=O)(=O)c2cccs2)cc1	15	21	12	-9	13	-3	-3	4	0.0	-5
COc1ccc(NC(=O)C2CCCN2C(=O)NC2CCCCC2)cc1 (stereo not given)	-5	-2	3	-1	-2	3	-1	1	0.3	-20
CCc1cc(=O)n2[nH]c(-c3ccccc3)c(-c3ccccc3)c2n1	3	0	-17	-22	7	-3	8	-2	-2.1	7
CCCCn1c(CCNC(=O)CCC)nc2ccccc21	0	20	-9	0	-5	-1	-2	-4	0.3	-1
CN(Cc1cnn(C)c1)C(=O)CC1C(=O)NCCN1Cc1cccc(Oc2ccccc2)c1 (stereo not given)	-7	12	-16	-7	-3	-3	1	-4	-0.1	-17
Nc1cccnc1Sc1ccccc1	5	34	8	7	1	0	/	/	-0.3	/
CN1C(=O)/C(=C/c2ccccc2OCc2ccccc2F)NC1=S	7	4	10	15	-6	7	-6	-2	0.0	-3
Cc1cc(NCc2ccccn2)ccc1Br	8	20	6	-198	-2	3	1	-5	1.6	-55
CCCCCC(=O)N/N=C(\C)c1ccc(Cl)cc1	-10	10	-1	-13	3	4	-6	5	-0.2	-30
COC(=O)c1ccc(CSc2nncn2N)cc1	-4	27	8	8	-11	-1	-3	-1	0.2	-9
Cc1cc(N2CCOCC2)c2c(N)cc(C)c(C)c2n1	10	8	18	-14	-4	-6	-4	1	0.2	-12
CCOC(=O)CCSCC(=O)Nc1nnc(C)s1	0	23	1	-9	1	-4	3	-1	-0.4	-20
CCc1[nH]nc2c1C1(C(=O)N(Cc3ccccc3)c3ccccc31)C(C#N)=C(N)O2 (stereo not given)	-2	-16	39	0	-1	8	-4	-1	0.2	-9
O=C(O)c1ccc2c(c1)C(=O)N(c1ccc(OCc3ccccc3)cc1)C2=O	-6	7	13	0	7	-5	-1	3	-1.2	6
Cc1[nH]c(C(=O)O)c(C)c1C(=O)OC(C)C	2	1	-19	1	1	-8	-3	0	-0.1	-15
CC(C)NC(=O)Cn1c(SCC(=O)N2c3ccccc3CC2C)nc2ccccc21 (stereo not given)	-4	13	-6	28	-7	-2	-4	0	0.1	-33
Cc1ccc(N=c2c([N+](=O)[O-])nn(-c3ccc(Cl)cc3)n2O)cc1C	13	36	5	-50	28	2	-1	1	0.4	-27
CS(=O)(=O)N1CCN(C(=O)COc2ccccc2)CC1	-7	28	-12	13	-2	-4	1	2	-0.6	-26
Cc1ccc(Sc2ccc(CO)cc2[N+](=O)[O-])cc1	-6	-1	-18	48	-4	-5	21	3	0.0	-6
O=C1CC(c2cccc(F)c2)SC(N(c2ccccc2)c2ccccc2)=N1 (stereo not given)	2	10	16	-3	-1	6	-6	-4	-0.3	-5
CC(=O)N(C)c1ccc(NC(=O)Cc2cccs2)cc1	3	26	5	-47	1	7	-1	-3	1.0	-91
More results:
SMILES	Platelet DG rel	AI-2 QS mod	HSF-1 act	aSyn 5UTR inh	SKKanGAS inh	HSF1 inh	IEC-6 cytotox	HSP90 refold inh	HIF activator	KLF5 inh
COc1ccc(NC(=O)CC(=O)Nc2ccc(OC)cc2)cc1	-1	15	-10	1	3	-2	/	/	-0.1	/
CC(=O)NCCNC(=O)C1CCCCN1S(=O)(=O)c1ccccc1 (stereo not given)	-1	6	-3	6	-1	-14	-3	2	-0.2	-3
Cc1ccc(Cc2nnc(SCC(=O)Nc3ccccc3)[nH]c2=O)cc1	-1	10	2	-7	26	1	/	/	1.7	/
COc1cccc(N2CC(C(=O)OC(C)C(=O)c3ccccc3)CC2=O)c1 (stereo not given)	9	22	5	7	-4	-6	-1	0	-0.2	-11
Cc1noc(C)c1CSCC(=O)N(C)CC(=O)Nc1ccc(F)c(F)c1F	2	28	-10	-11	-1	-1	/	/	-0.2	/
COc1ccc(N2CC(C(=O)NCCC3=CCCCC3)CC2=O)c(OC)c1 (stereo not given)	3	0	3	7	23	-4	/	/	0.3	/
Cc1ccc(OCC(=O)N2CCN(c3ccc([N+](=O)[O-])c(N4CCOCC4)c3)CC2)cc1	-1	-2	15	2	11	-1	-5	-1	-0.3	7
COc1ccc(C(=O)n2c(N)nc3ccccc32)cc1OC	2	17	30	-177	-7	9	1	1	3.2	-132
Cc1cc2oc(C(=O)NCc3ccc4c(c3)OCO4)c(C)c2cc1C	-3	5	-21	-11	-4	-6	-4	-2	0.0	-17
CCOC(=O)C1CCCN(c2c(NCC3CCCO3)c(=O)c2=O)C1 (stereo not given)	-12	24	7	-23	1	-9	2	-1	0.0	-33
Cc1cccc(N2CCN(C(=O)/C=C/c3cccs3)CC2C)c1 (stereo not given)	26	12	22	10	0	17	-3	3	0.1	-1
C/C(=N/NC(=S)Nc1cccc(C)c1)c1cccc([N+](=O)[O-])c1	3	17	23	-16	-6	9	6	-1	-0.2	-21
CN(C(=O)c1ccccc1C(=O)OCC(=O)NC(=O)NC(C)(C)C)C1CCCCC1	-5	24	-17	18	-2	-3	-1	2	-0.5	-21
COc1ccccc1CNC(=O)CCCNS(=O)(=O)c1cccc2nsnc12	-3	14	-2	2	0	-2	2	3	-1.2	-27
O=S(=O)(Cc1ccccc1)Cc1cnc(Cl)s1	-6	11	8	23	2	0	1	3	-0.5	-17
O=C(NC1CC1)C1CC(=O)N(c2cccc(Cl)c2Cl)C1 (stereo not given)	-1	8	-28	0	2	-15	-5	-3	-0.6	-30
CSc1ncc(C(=O)Nc2ccccc2C)c(C)n1	5	25	-8	-8	2	-6	-7	-2	1.3	-8
Cc1ccc2oc(-c3cccc(N)c3)nc2c1	36	12	70*	-5	-8	29	6	33*	0.5	-32
COC(=O)Cc1c(C)c2c(O)cc(C)cc2oc1=O	1	4	-2	9	-5	-6	3	1	0.3	-13
NC(=O)c1ccccc1NC(=O)CN1CCN(Cc2ccccc2)CC1	3	3	9	12	-5	1	-2	0	0.7	-26
CCOC(=O)C1CCN(C(=O)COC(=O)c2cc([N+](=O)[O-])ccc2N2CCOCC2)CC1	-3	18	-11	22	-3	-5	/	/	-0.7	/
CC(=O)N1c2ccc(S(=O)(=O)N3CCC(C(=O)NCc4ccc(C)cc4)CC3)cc2CC1C (stereo not given)	-16	-6	48	9	-11	15	1	4	-0.3	-30
CCC(=O)Nc1ccc(C2=Nn3c(nnc3C(C)C)SC2)cc1	10	12	4	17	-3	-5	0	1	-2.7	-4
O=C(CSc1nc2ccccc2c(=O)[nH]1)c1ccccc1	7	7	13	-12	1	-8	-1	-4	0.5	-10
O=C(CCS(=O)(=O)c1ccccc1)N(CCCN1CCOCC1)c1nc2c(F)cccc2s1	7	-3	161*	-26	12	141	/	/	1.9	/

Rewritten with two lines to a compound: part of the list above.
Under each structure: Platelet DG rel	AI-2 QS mod	HSF-1 act	aSyn 5UTR inh	SKKanGAS inh	HSF1 inh	IEC-6 cytotox	HSP90 refold inh	HIF activator	KLF5 inh
CCCCn1c(CCNC(=O)CCC)nc2ccccc21
 : 0	20	-9	0	-5	-1	-2	-4	0.3	-1
O=C(O)c1ccc2c(c1)C(=O)N(c1ccc(OCc3ccccc3)cc1)C2=O
 : -6	7	13	0	7	-5	-1	3	-1.2	6
CCOC(=O)C1CCN(C(=O)COC(=O)c2cc([N+](=O)[O-])ccc2N2CCOCC2)CC1
 : -3	18	-11	22	-3	-5	/	/	-0.7	/

Following part.
SMILES	Platelet DG rel	AI-2 QS mod	HSF-1 act	aSyn 5UTR inh	SKKanGAS inh	HSF1 inh	IEC-6 cytotox	HSP90 refold inh	HIF activator	KLF5 inh
COc1ccc(Cn2c(O)c(C=Nc3ccc(OC)cc3)c3ccccc3c2=O)cc1	6	17	4	42	10	0	3	4	-0.6	-22
Fc1cccc(-n2cc(-c3ccccc3)c3c(=S)nc[nH]c32)c1	15	14	-6	17	84*	-8	-5	-2	-0.4	-24
COc1ccc(S(=O)(=O)N[C@H](C(=O)O)C(C)C)cc1	2	15	-15	17	-2	-5	8	1	-0.1	-12
CCCCC(=O)NC(=S)Nc1ccc(Cl)c(C(=O)O)c1	-1	70	9	-1	15	1	-6	-4	0.2	-33
CCCN1C(=O)c2cc(C(=O)Nc3ccccc3CC)ccc2C1O (stereo not given)	-17	13	-4	-5	-2	-7	11	2	/	-19
COc1ccc(OC)c(S(=O)(=O)Nc2ccccc2SC)c1	5	17	7	-15	4	1	4	4	0.1	-14
Cc1[nH]c2ccc(CNS(=O)(=O)c3ccc(S(=O)(=O)N4CCOCC4)cc3)cc2c1C	-11	-1	-4	-10	0	-4	-1	2	/	6
CC(=O)c1sc(N/N=C\c2cccc(Br)c2)nc1C	10	-7	16	-58	13	20	6	-2	1.7	-6
CSc1nc2ncc(C#N)cn2n1	2	21	-6	7	-8	-2	-2	1	-0.5	6
Cc1nnc(SCC(=O)Nc2c(Cl)cccc2Cl)n(N)c1=O	8	15	0	-4	2	-2	/	/	-0.6	/
N#CC(C#N)=C/C(C#N)=C(/N)N1CCN(c2ccc(Cl)cc2)CC1	10	8	-1	19	-1	0	0	-2	-0.2	4
CCCNC(=O)C1CC(=O)N(c2ccc(OCc3ccc(Cl)cc3)cc2)C1 (stereo not given)	5	8	16	-108	10	10	0	-5	1.4	-197
N#Cc1ccccc1OCC(=O)NC(=O)NCc1ccco1	-1	5	/	-83	0	/	-4	5	/	-15
COC(=O)c1cc(S(=O)(=O)NCCN2CCOCC2)cn1C	-4	25	-7	5	-2	-4	1	-4	-0.3	-21
Cc1ccc(S(=O)(=O)NCCCNS(C)(=O)=O)cc1	-8	19	-6	-21	1	-5	6	3	-0.6	-26
Cc1ccc(SCCC(=O)NC2CC2)cc1	3	22	12	-4	-4	4	-3	1	0.0	-5
O=C(NC(=S)Nc1ccc(N2CCOCC2)c(Cl)c1)c1cncc(Br)c1	-2	22	12	-8	71*	1	6	-1	-0.2	-10
CCOC(=O)CNC(=O)CN1C(=O)CC(c2ccco2)Sc2ccccc21 (stereo not given)	-1	11	6	-27	-8	5	-2	-2	0.6	-20
N=C1C(c2nc(-c3cccc([N+](=O)[O-])c3)cs2)=C(O)CN1NC(=O)c1ccco1	0	7	/	-6	0	/	-6	1	0.2	-12
Cc1cc(C)nc(NC(=O)c2csnn2)c1	-4	24	0	10	5	-6	-3	-2	0.2	9
O=C(O)CC(CC(=O)Nc1ccc(-n2ccc(C(F)(F)F)n2)cc1)c1ccccc1 (stereo not given)	-15	/	-6	1	19	-4	9	9	-0.8	-14
Cc1ccc(C)c(Oc2nnnn2-c2ccccc2)c1	5	1	-4	-10	5	4	-5	-2	-0.4	-7
